# Abeta yeast res: qHTS for compounds that reverse cellular toxicity of Amyloid beta (A-beta) peptide in yeast: Primary Screen | yeast expressing A-beta42, growth rescue, OD600, 48 h; response scale: 0% DMSO, 100% iron-clioquinol control | Potency, µM (top dose mostly 46.1 µM), without a hit: at the top dose growth rescue, actives largely listed as activators | 410,000 compounds, 0.063% hits | AID 1347071, 2019; further: potency means the concentration at half of the fitted maximal effect; nearly all actives have a fitted effect of over 55% in size
#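 Yeast growth medium received pinned compounds, then yeast cells expressing toxic A-beta were added; plates incubated at 30 C for 48 hr. Growth read as absorbance at 600 nm, normalized to DMSO and equimolar FeCl3 plus clioquinol controls.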
# WRN helicase inh: qHTS for Inhibitors of WRN Helicase. 360,000 compounds, 0.46% hits. Potency, µM (series often up to 114 µM), without a hit: at the highest dose activity change, negative = inhibition, hits mostly inhibitors. WRN helicase unwinding, fluorescent forked duplex, kinetic. Bifunctional 3'-5' exonuclease/ATP-dependent helicase WRN (Homo sapiens), Q14191; further: potency means the concentration at half of the fitted maximal effect; on the % scale 0 is the no-effect control and ±100 the full control effect; nearly all actives have a fitted effect of over 55% in size
# Target sequence (Q14191 whole entry, looked up): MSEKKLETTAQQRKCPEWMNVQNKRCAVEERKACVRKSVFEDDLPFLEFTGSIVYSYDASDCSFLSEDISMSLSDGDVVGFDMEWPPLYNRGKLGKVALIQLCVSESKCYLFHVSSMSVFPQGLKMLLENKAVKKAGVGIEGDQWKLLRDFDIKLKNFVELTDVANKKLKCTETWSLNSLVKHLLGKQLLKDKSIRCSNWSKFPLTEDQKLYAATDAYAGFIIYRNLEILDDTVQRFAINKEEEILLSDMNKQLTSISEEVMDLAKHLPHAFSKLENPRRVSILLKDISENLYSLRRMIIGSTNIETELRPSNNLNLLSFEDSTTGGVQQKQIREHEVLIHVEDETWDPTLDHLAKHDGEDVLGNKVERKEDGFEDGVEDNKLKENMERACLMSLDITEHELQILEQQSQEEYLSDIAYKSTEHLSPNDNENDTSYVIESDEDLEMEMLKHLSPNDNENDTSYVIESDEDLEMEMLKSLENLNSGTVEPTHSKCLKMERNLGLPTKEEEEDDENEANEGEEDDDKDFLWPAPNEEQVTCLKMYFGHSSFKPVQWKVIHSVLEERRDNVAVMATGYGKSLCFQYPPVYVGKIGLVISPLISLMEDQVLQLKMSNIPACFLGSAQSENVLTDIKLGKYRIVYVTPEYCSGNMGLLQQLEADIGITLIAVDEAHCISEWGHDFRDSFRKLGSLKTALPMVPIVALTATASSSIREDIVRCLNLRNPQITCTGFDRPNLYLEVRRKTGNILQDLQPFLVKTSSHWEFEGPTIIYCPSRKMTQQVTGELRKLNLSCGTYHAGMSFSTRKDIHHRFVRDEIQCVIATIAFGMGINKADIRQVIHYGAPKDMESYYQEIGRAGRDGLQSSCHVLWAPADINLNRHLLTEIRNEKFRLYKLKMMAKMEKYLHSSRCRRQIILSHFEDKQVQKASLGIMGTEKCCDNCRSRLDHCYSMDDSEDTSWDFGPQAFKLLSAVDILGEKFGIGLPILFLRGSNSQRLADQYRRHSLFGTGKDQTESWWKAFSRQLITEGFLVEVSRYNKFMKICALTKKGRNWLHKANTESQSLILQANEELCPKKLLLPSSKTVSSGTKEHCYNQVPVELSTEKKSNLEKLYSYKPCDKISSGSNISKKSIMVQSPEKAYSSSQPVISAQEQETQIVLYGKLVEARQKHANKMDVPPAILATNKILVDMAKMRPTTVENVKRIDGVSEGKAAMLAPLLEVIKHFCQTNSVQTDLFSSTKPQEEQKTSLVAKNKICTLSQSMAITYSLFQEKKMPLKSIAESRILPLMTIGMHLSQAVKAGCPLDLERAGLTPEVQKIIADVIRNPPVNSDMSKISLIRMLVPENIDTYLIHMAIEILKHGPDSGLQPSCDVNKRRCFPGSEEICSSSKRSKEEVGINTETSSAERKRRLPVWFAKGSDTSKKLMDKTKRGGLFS
#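 Primary qHTS, 1536-well format. 20 nM WRN + compound, 15 min RT; start with 100 nM forked fluorophore/quencher duplex, 2 mM ATP (final); kinetic read ex 525/em 598 nm.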
# EPAC1 antagonist: qHTS for Antagonist of cAMP-regulated guanine nucleotide exchange factor 3 (EPAC1): primary screen; 360,000 compounds, 0.14% hits; Potency, µM (series often up to 115 µM), inactives show top-dose activity change, negative = inhibition, most hits filed as inhibitors; EPAC1 GEF assay, Rap1b-BODIPY-GDP exchange fluorescence; AID 720709, 2013;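 further: potency means the concentration at half of the fitted maximal effect; plate controls were vehicle for no effect and positive control for full effect; nearly all actives have a fitted effect of over 50% in size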
# EPAC1 agonist: qHTS for Agonist of cAMP-regulated guanine nucleotide exchange factor 3 (EPAC1): primary screen | Rap guanine nucleotide exchange factor 3 (Homo sapiens), O95398 | EPAC1 agonist qHTS, biochemical assay; response scale: 100% = response to 6.5 mM cAMP | Potency, µM (highest dose often 154 µM), for the others: at the highest dose activation, hits mostly activators | 360,000 compounds, 0.073% hits; further: potency means the concentration at half of the fitted maximal effect; nearly all actives have a fitted effect of over 60% in size
#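 Read-out is the fluorescence drop as BODIPY-GDP leaves Rap1B (480 nm excitation, 540 nm emission), recorded every 5 minutes over 30 minutes. Reactions held 100 nM EPAC1, 250 nM Rap1B–BODIPY-GDP and 50 uM GDP, with 6.5 mM cAMP setting full activation.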
# aSyn rescue: qHTS of alpha-syn Inhibitors; Yeast expressing alpha-synuclein, growth rescue, BacTiter-Glo, 24 h; Potency, µM (top dose mostly 46.1 µM), for inactives: at the top dose growth rescue (activation), usual class: activators; 370,000 compounds, 0.14% hits; further: potency means the concentration at half of the fitted maximal effect; % of control where 0% means no effect; nearly all actives have a fitted effect of over 65% in size
#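 Readout is rescue of growth in alpha-synuclein-expressing yeast, so inhibitors of toxicity appear as activators. Growth after 24 hr at 30 deg C in galactose medium is quantified by luminescence.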
# PI5P4K alpha inh: qHTS for Inhibitors of phosphatidylinositol 5-phosphate 4-kinase (PI5P4K); Phosphatidylinositol 5-phosphate 4-kinase type-2 alpha (Homo sapiens), P48426; PI5P4Kalpha enzyme, ADP-Glo luminescence, 60 min; active compounds read low; max response, %; 330,000 compounds, 1.2% hits; AID 652105, 2013; active means max response of -50% or lower; inconclusive means between -30% and -50%; inactive means -30% or higher; further: value at the top dose of about 77 µM; on the % scale 0 is the no-effect control and ±100 the full control effect
#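 Compounds were pin-transferred onto PI5P4Kalpha and substrate in HEPES pH 7.4 buffer with EGTA, CHAPS and 5% DMSO. ATP (5 microM final) started the reaction, which ran 60 minutes at room temperature before ADP-Glo detection.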
# IL-2 act: qHTS of IL-2 Activators. 360,000 compounds, 0.065% hits. IL-2 activation reporter assay, cell-based qHTS; stimulated with anti-CD3/CD4/CD28 beads; in transgenic mouse T cells. activation, % (series mostly up to about 46 µM); in the data active means activation above about 50%; inconclusive means mostly about 30% to 49%; further: 0% is about no effect
#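 Unstimulated transgenic mouse T cells; 60-min compound exposure; bead-based TCR/CD4/CD28 stimulation; 18 h culture, 37 degrees C; dual fluorescence (EGFP, DsRed) plate cytometry.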
# PLK1 PBD inh: qHTS for Inhibitors of PLK1-PDB (polo-like kinase 1 - polo-box domain): Primary Screen | 360,000 compounds, 2.8% hits | Serine/threonine-protein kinase PLK1 (Homo sapiens), P53350 | Potency, µM, for inactives: max response, negative = inhibition, most hits filed as inhibitors | Plk1 PBD binding of FITC phosphopeptide, fluorescence polarization; further: potency means the concentration at half of the fitted maximal effect; series mostly up to about 57 µM; on the % scale 0 is the no-effect control and ±100 the full control effect; nearly all actives have a fitted effect of over 65% in size
# FUS yeast rescue: qHTS for Suppressors of FUS Proteinopathy: Primary screen using FUS-linked yeast assay; S. cerevisiae FUS-expressing, growth rescue, OD600, 24 h; Potency, µM (doses to about 76.6 µM), for inactives: top-dose growth rescue (activation), usual class: activators; 390,000 compounds, 0.24% hits;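 further: potency means the concentration at half of the fitted maximal effect; plate controls were DMSO vehicle for no effect and reference control for full effect; nearly all actives have a fitted effect of over 55% in size; some results filed as inactive show a strong effect at the top dose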
#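 Yeast FUS proteinopathy model; galactose-induced FUS (2%), starting OD 0.005. Cpds in dilution series, 24hr, 30C, 99% humidity. Abs 600 nm growth. Pos ctrl CP55940 (top 92uM final); neg ctrl DMSO.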
# The depositor's hits bear a star; u = inconclusive; x = not tested or not shown; & = joins results of further samples; [ ] = remark or other dose. Unless noted, the call rests on the fitted dose curve; in most records, active means well fitted curve in the direction sought with a large enough effect; inconclusive means small, poorly fitted or top-dose-only effect, or another doubt; inactive means no such curve, though single readings can be large; an effect the other way counts as inactive or inconclusive.
SMILES,Abeta yeast res,WRN helicase inh,EPAC1 antagonist,EPAC1 agonist,aSyn rescue,PI5P4K alpha inh,IL-2 act,PLK1 PBD inh,FUS yeast rescue
Cc1ccc(S(=O)(=O)N2CCN(C(=O)c3cc(S(=O)(=O)N4CCOCC4)ccc3F)CC2)cc1,10%,2%,-10%,13%,10%,-1,0.3,-1%,-6%
N#CCCN(C(=O)COC(=O)C1CCN(S(=O)(=O)c2cccs2)CC1)c1ccccc1,9%,-5%,11%,-2%,3%,0,1.0,6%,-1%
CCOCCCNC(=O)C(NC(=O)CNC(C)=O)c1ccc(C)cc1 (stereo not given),8%,3%,2%,-1%,-8%,0,-1.3,-10%,5%
O=C(/C=C\c1cn(-c2ccccc2)nc1-c1ccc2c(c1)OCCO2)N1CCOCC1,-17%,-3%,-14%,4%,-1%,-1,0.6,-5%,42%
CCN(c1ccccc1)S(=O)(=O)c1cc(C(=O)NCC(c2ccc(OC)cc2)N(C)C)ccc1C (stereo not given),-2%,12%,-3%,-8%,2%[1.84 µM],4,-0.4,1%,u
Cc1cc(N2C(=O)C3C4C=CC(C4)C3C2=O)ccc1NC(=O)c1cccs1 (stereo not given),17%,-19%,11%,9%,-2%,u,-2.9,-15%,-3%
O=C(CCC(=O)N1CCOc2ccccc21)NC1CCCCCC1,1%,6%,1%,0%,u,2,-1.2,-3%,-9%
CCn1ccnc1CN(C)Cc1cn(-c2cccc(C)c2)nc1-c1cccc(F)c1,12%,-7%,-14%,6%,-10%,13,-0.6,-15%,u
C=CCn1c(-c2cccc(OC)c2)n[nH]c1=S,32%,-11%,0%,3%,6%,0,-0.3,-3%,x
Cc1c(C(=O)NNC(=O)c2csc(N3CCOCC3)n2)oc2ccccc12,-15%,-4%,-3%,-5%,0%,u,0.6,-2%,31%
NC(Cc1ccc(Cl)cc1)c1csc(NC(=O)NCC2CCCCC2)n1 (stereo not given),-5%,3%,-16%,-5%,-43%[inhibitor],-19,-0.8,-2%,25µM*
O=C(Nc1ccc(Cl)cc1)OCCn1nnnc1C(c1ccccc1)N1CCOCC1 (stereo not given),-9%,-8%,-13%,-2%,-4%,3,-0.6,-6%,65%
O=C(Nc1ccc(Cl)cc1)c1nc[nH]c1C(=O)N1CCN(c2ccccc2)CC1,3%,-2%,0%,-7%,8%,19,0.1,-1%,-30%
CSc1nnc(Nc2ccccc2C)s1,14%,-1%,-1%,0%,3%,7,-1.3,-3%,-6%
Cc1ccc(S(=O)(=O)NCc2cn3ccccc3n2)c(C)c1,-1%,5%,8%,-23%,-4%,-1,0.1,-3%,-14%
CC(C)Oc1ccccc1/C=N/n1nnnc1N,4%,-8%,2%,3%,-1%,0,0.7,0%,8%
Cc1cccc(NC(=O)CSc2nc3[nH]c(=O)cc(O)c3s2)c1,-9%,-23%,-22%,-4%,-5%,-53*,0.8,-21%,x
Cc1ccc(-c2cc(N)n(-c3ccc(F)cc3)n2)cc1,20%,5%,-20%,7%,-3%,-1,0.6,-9%,-1%
O=C(/C=C/c1ccccc1[N+](=O)[O-])NCc1ccccc1Cl,6%,-4%,-5%,0%,-1%,-4,2.0,-6%,-7%
CCOC(=O)c1sc2nc(CSCC(=O)OCc3ccc(C(=O)OC)o3)[nH]c(=O)c2c1C,6%,-1%,6%,9%,5%,x,-1.4,-6%,39%
O=S(=O)(Nc1cccc2cccnc12)c1ccccc1,u,-7%,-13%,-8%,u,2,-1.3,-7%,3%
S=C(NCc1ccccc1Cl)NC1CCCC1,20%,7%,8%,-2%,-2%,1,0.0,0%,5%
COc1ccc(C(CNC(=O)COc2ccccc2C#N)N2CCOCC2)cc1 (stereo not given),11%[9.22 µM],3%,-2%,-7%,-9%,-6,-1.8,2%,-30%
CCN(C(=O)COC(=O)CNC(=O)c1ccccc1C)C1=CCCCC1,-12%,4%,-3%,2%,11%,-2,2.7,-18%,-6%
COc1ccc(OC)c(S(=O)(=O)N(C)CC(=O)Nc2ccccc2OC)c1,-10%,6%,-12%,16%,-11%,3,0.6,-7%,14%
N#Cc1c(-c2ccco2)nc(SCc2ccc(F)cc2)[nH]c1=O,-13%,-21%,16%,-13%,1%,x,-0.6,24µM*,33%
CC1(C)CC(=O)C(CC2=C(O)CC(C)(C)CC2=O)=C(O)C1,-5%,4%,6%,-1%,-12%,x,-3.0,-10%,-1%
CN(C)S(=O)(=O)c1ccc(NS(=O)(=O)/C=C/c2ccccc2)cc1,17%,2%,13%,2%,4%,0,-1.0,-1%,0%
CCn1c(SCC(=O)Nc2ccc(S(=O)(=O)Nc3ccccn3)cc2)nnc1-c1ccncc1,1%,-7%,3%,8%,6%,1,-0.5,-1%,7%
CCOC(=O)c1nnn(CC(=O)N2N=C(c3ccccc3)CC2c2ccccc2)c1C(=O)OCC (stereo not given),4%,-14%,-26%,-12%,1%,6,-2.1,-4%,17%
CN1CCN(C(=O)C2=C[C@@H](c3ccc(Br)cc3)C[C@@H](OCc3ccc(CO)cc3)O2)CC1,-3%,-3%,2%,-20%,-3%,-2,-1.3,0%,7%
Cc1nnc(NC(=O)CCCCCN2C(=O)C3C4C=CC(C4)C3C2=O)s1 (stereo not given),-12%,5%,-7%,-10%,-1%,1,-0.4,0%,-18%
O=C(c1ccc(-c2cccc(C(F)(F)F)c2)o1)N1CCCCCCC1,-1%,-1%,-26%,-2%,7%,3,-6.2,-5%,u
O=C(NCc1ccccc1C(F)(F)F)C12CN(Cc3ccccc3)CC1C(c1ccc([N+](=O)[O-])cc1)=NO2 (stereo not given),5%,-2%,-7%,8%,4%,1,-1.4,-7%,u
Cc1sc2nc(CN3CCOCC3)nc(NS(=O)(=O)c3ccc4c(c3)OCCO4)c2c1C,12%,2%,11%,-2%,1%,x,-0.2,2%,24%
Cc1cc(C)nc(NC(=O)c2ccc(Br)s2)n1,13%,-2%,22%,7%,-1%,-4,0.5,6%,-4%
O=C(CN1C(=O)NC2(CCCCCC2)C1=O)Nc1ccc([N+](=O)[O-])cc1,3%,-7%,-14%,4%,-8%,-7,0.4,-8%,14%
CCCN(CCc1ccccc1)C1CCc2c(O)cccc2C1 (stereo not given),-16%,-4%,-13%,-14%,1%&-2%,1,-0.1,-5%,-19%
CN1CCN(C2CN(Cc3cn(Cc4ccccc4)nn3)S(=O)(=O)C2)CC1 (stereo not given),-22%,4%,-25%,-13%,0%,-2,-0.7,-17%,-9%
CCN(C(=O)CN1CCCCC1C)c1c(N)n(Cc2ccccc2)c(=O)[nH]c1=O (stereo not given),5%,4%,17%,2%,8%[1.84 µM],1,0.8,2%,6%
CC1CN(C2CCN(C(=O)c3ccccc3Cl)CC2)CC(C)O1 (stereo not given),-6%,-20%,2%,7%,0%,6,-0.1,-4%,-7%
Cc1sc(NC(=O)c2c(F)cccc2F)nc1-c1ccccc1,12%,13%,-29%,2%,-7%,15,-1.6,-8%,-8%
O=[N+]([O-])c1ccc(CN2CCN(c3ccccc3Cl)CC2)o1,1%,7%,-7%,5%,2%,-6,0.1,4%,-24%
CC(C)N(CCc1ccncc1)C(=O)Nc1ccc(Cl)c(Cl)c1,-4%,-1%,-16%,-6%,23%,-1,-1.0,5%,-20%
CC1CCCCN1CC(O)COc1ccc(OCC(O)CN2CCCCC2C)cc1 (stereo not given),-3%,-31%,-4%,-2%,-6%,9,0.6,-11%,16%
CCOC(=O)c1cc(C#N)c(SCC(=O)O)[nH]c1=O,-3%,-21%,-14%,4%,3%,u,0.1,-12%,28%
CC(=O)Nc1ccc(C(=O)N2c3ccccc3N=C(c3ccc4c(c3)OCO4)C2C(=O)NCc2ccccc2)cc1 (stereo not given),1%,-4%,4%,-10%,-11%,-3,0.4,-2%,13µM*
O=C(Cc1ccccc1)NCCN1CCCC1,7%,-4%,-20%,10%,-3%,-2,-3.0,-6%,18%
S=C(NCc1ccccc1)Nc1nccs1,5%,-3%,-15%,11%,-5%,0,-0.3,-22%,-13%
CC(C)CCNC(=O)c1ccc(Cn2c(=S)[nH]c3ccccc3c2=O)cc1,6%,-6%[11.6 µM],-9%,3%,5%,1,-0.3,3%,18%
CCOC(=O)CCCSc1nnc(CCCCCN2C(=O)c3cccc4cccc(c34)C2=O)o1,1%,-9%,-8%,0%,13%,-2,-0.2,-6%,16%
O=C1CC(c2ccccc2)=NO1,-22%,-27%,1%,7%,16µM*,0,1.0,-16%,4%
CCC(C)(C)n1nnnc1C(c1cc2cc(C)ccc2[nH]c1=O)N1CCCC1 (stereo not given),-12%,5%,u,9%,1%,x,-2.8,-17%,u

# An excerpt from above in order of molecular weight, high to low.
SMILES,Abeta yeast res,WRN helicase inh,EPAC1 antagonist,EPAC1 agonist,aSyn rescue,PI5P4K alpha inh,IL-2 act,PLK1 PBD inh,FUS yeast rescue
CC(C)N(CCc1ccncc1)C(=O)Nc1ccc(Cl)c(Cl)c1,-4%,-1%,-16%,-6%,23%,-1,-1.0,5%,-20%
S=C(NCc1ccccc1)Nc1nccs1,5%,-3%,-15%,11%,-5%,0,-0.3,-22%,-13%
O=C(Cc1ccccc1)NCCN1CCCC1,7%,-4%,-20%,10%,-3%,-2,-3.0,-6%,18%
